# NR2E3 ag-1: agonists of human NR2E3 nuclear receptor; Q9Y5X4; CHO-S Gal4-NCOR/VP16-NR2E3 two-hybrid, luciferase; inhibition of corepressor binding, % at 3.98 µM; actives 0.35% (n = 360,000); AID 602229;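 active = inhibition above the mean of all tested compounds plus 3 SD, cut at about 70% in these data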;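 note: 0% = DMSO with NR2E3 transfected cells and 100% = cells lacking NR2E3 construct; higher means lower luciferase signal from less NR2E3 corepressor binding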
# Target sequence (Q9Y5X4 whole entry, looked up, the tested form may be a part): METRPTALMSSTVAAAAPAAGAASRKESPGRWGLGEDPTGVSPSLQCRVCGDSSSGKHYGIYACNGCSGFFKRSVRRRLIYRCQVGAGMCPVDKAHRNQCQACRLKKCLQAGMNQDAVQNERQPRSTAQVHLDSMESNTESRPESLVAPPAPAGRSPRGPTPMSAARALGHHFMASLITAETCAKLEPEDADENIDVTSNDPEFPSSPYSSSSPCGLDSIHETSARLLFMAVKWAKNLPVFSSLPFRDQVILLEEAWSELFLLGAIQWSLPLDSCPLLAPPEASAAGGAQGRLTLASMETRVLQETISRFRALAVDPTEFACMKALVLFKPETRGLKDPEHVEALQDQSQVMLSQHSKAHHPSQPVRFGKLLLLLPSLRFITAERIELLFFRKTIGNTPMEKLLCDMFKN
# CF NFkB inh: inhibitors of cystic fibrosis induced NF-kB | KKLEB NF-kB-GFP reporter, PAF-induced, GFP fluorescence overnight | inhibition, % at 5 µM | actives 0.86% (n = 360,000) | AID 588850;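 active = at least 50% inhibition at 5 µM, scaled per plate between neutral and stimulator controls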;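 note: PAF is a Pseudomonas aeruginosa culture filtrate used as stimulus; plate controls were PAF-stimulated DMSO wells for no effect and unstimulated DMSO wells for full effect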
# iPSC survival up: hiPSC single-cell survival enhancement; ATPlite luminescence; 100% = ROCK inhibitor wells, 0% = DMSO; survival enhancement, % at 20 µM; actives 0.044% (n = 360,000); AID 602274; in the data active = survival enhancement above about 18%;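 note: cells exposed to compounds for 16 hours before the ATP read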
# NR2E3 ag-2: agonists of human nuclear receptor NR2E3; GST-NR2E3/biotin-RetCOR TR-FRET, 1536-well; inhibition of corepressor binding, % at 4.78 µM; actives 0.12% (n = 320,000); AID 2300;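 active = percent inhibition above the cutoff of mean plus 3 SD of all tested compounds, set per screening campaign, cut at about 20% in these data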;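 note: 0% = DMSO wells and 100% = biotin wells as full block of FRET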
#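 Assay system: NR2E3–RetCOR corepressor complex. Quantity: 1.35 nM GST-NR2E3. Buffer or medium: pH 7.5 Tris-based buffer. Reagent: biotinylated RetCOR corepressor at 7 nM final. Schedule: 5 h at 4 °C. Detection: TR-FRET, emission read at 617 and 671 nm. Replicates: one well per compound, singlicate testing.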
# TRPM1 prom inh: MITF TRPM1 promoter inhibition in SK-MEL-5 cells. SK-MEL-5 TRPM1 promoter luciferase, 24 h. inhibition, % at 12.5 µM. actives 0.83% (n = 330,000);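 active = mean inhibition across replicates of 60% or more, whatever share of single replicates reaches that level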; note: values of inactives mirror those of a sister screen read the other way
# Shn3 3UTR inh: Schnurri-3 reporter inhibition in Clone20 osteoblasts; inhibition, % at 12.5 µM; AID 588674; actives 0.52% (n = 360,000); Clone20 osteoblast Shn3 3'UTR firefly luciferase, 24 h;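 active = mean inhibition of at least 75% with every replicate also reaching 75%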;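 note: 0% = median of neutral control wells and 100% = pilot-screen positive control compound; some compounds past the cut are filed as inactive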
# KKLEB tox: CF airway cell cytotoxicity counter-screen; KKLEB CF airway cells viability, ATPlite luminescence, overnight; hits give low values; cells stimulated with P. aeruginosa culture filtrate; activity change (cytotoxicity), % at 5 µM; actives 0.36% (n = 360,000); AID 602141;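 active = corrected activity change at or below -50% at 5 µM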
# aDG glyco up: increases alpha dystroglycan glycosylation; Pro5-aDG cells, alpha-DG glycosylation AlphaScreen (IIH6); 0% Pro5, 100% B10-LARGE cell signal; activation, % at 10 µM; actives 0.22% (n = 360,000); AID 624168;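 active = activation of at least 8% versus controls, or a plate z-score of at least 8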;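 note: Pro5 are CHO cells carrying HIG-tagged alpha-DG that lacks glycosylation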
# Peg3 promoter: reduces Peg3 promoter-driven luciferase expression in HeLa | HeLa PEG-Prom luciferase reporter, luminescence, overnight | actives 1.7% (n = 360,000) | AID 588405 | inhibition, % at 20 µM;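 active = inhibition of at least 50% at 20 µM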
# HIF-2a inh: blocks HIF-2a reporter activity. 786-0 RCC cells HIF-2a reporter, luciferase luminescence, overnight. inhibition, % at 18.8 µM. actives 0.72% (n = 360,000). AID 624352;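 active = inhibition of the luminescence signal of 40% or more relative to plate controls, in a single-dose primary screen at 18.75 µM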
# TWEAK Fn14 block: blocks TWEAK-Fn14 interaction in a reporter cell assay | AID 1159606 | actives 2% (n = 360,000) | TWEAK-stimulated Fn14 reporter cells, luciferase luminescence, 8 h | inhibition, % at 10 µM; in the data active = inhibition above about 50%
# * hit, by the source's call; . = not tested or not shown.
item	canonical_smiles	NR2E3 ag-1	CF NFkB inh	iPSC survival up	NR2E3 ag-2	TRPM1 prom inh	Shn3 3UTR inh
1	O=C(CN1C(=O)C(=O)N(C2CCCC2)C1=O)Nc1ccc([N+](=O)[O-])cc1	-10	4	0.3	.	4	18
2	C[C@H](CO)N1C[C@H](C)[C@@H](CN(C)C(=O)Nc2ccc(C(F)(F)F)cc2)Oc2ccc(NC(=O)Cc3ccccc3)cc2C1=O	-16	-2	1.5	.	8	14
3	C/C(=C/c1oc2ccc(O)cc2c1[N+](=O)[O-])N(C)C	-17	1	-0.4	-9	-22	-52
4	COc1ccc(N(CC(=O)N/N=C(\C)c2ccccc2)S(=O)(=O)c2ccccc2)cc1	2	-3	-0.7	-2	-1	3
5	Cc1ccc(NS(=O)(=O)c2cccc3cccnc23)c(Cl)c1	-12	-1	1.7	-1	8	9
6	Cc1c(Cl)cccc1NC(=S)NCC(c1cccnc1)N(C)C (stereo not drawn)	-10	5	-2.5	1	3	3
7	Cc1ccc(NC(=O)CSc2ccc(-c3ccco3)nn2)c(C)c1	-1	0	-0.5	-4	-2	6
8	O=C(NCc1c(Cl)cccc1Cl)c1ccc2nnsc2c1	-25	-6	0.3	1	-5	.
9	Cc1cc2occ(CC(=O)OCC(=O)Nc3sc4c(c3C#N)CCC(C)C4)c2cc1C (stereo not drawn)	-40	9	1.8	0	5	-9
10	CC(=O)c1cccc(NC(=O)NN2CCN(C)CC2)c1	-17	-7	-0.1	1	9	11
11	Fc1ccc(CSc2ncnc3nc[nH]c23)cc1	-28	-34	-1.7	1	4	-6
12	CC(=O)c1cccc(NC(=O)/C=C/c2ccc(S(=O)(=O)N3CCOCC3)cc2)c1	1	-23	0.5	.	-3	16

item	KKLEB tox	aDG glyco up	Peg3 promoter	HIF-2a inh	TWEAK Fn14 block
1	-4	0.2	-2	2	3
2	3	0.2	10	20	-11
3	-2	-0.2	-83	-75	-3
4	-7	-0.2	9	24	-16
5	-11	0.0	17	6	-1
6	-12	-0.2	23	8	-10
7	-8	0.3	-28	-11	-2
8	3	0.4	-11	-11	-9
9	-6	-0.1	-52	-41	-22
10	-3	-0.1	24	21	-11
11	23	0.2	-10	-40	-2
12	5	-0.3	6	-5	5

# Further structures
item	canonical_smiles	NR2E3 ag-1	CF NFkB inh	iPSC survival up	NR2E3 ag-2	TRPM1 prom inh	Shn3 3UTR inh
13	CCOc1ccc(OCc2ccc(C(=O)N3CCc4ccccc4C3)o2)cc1	-99	-28	2.1	1	0	1
14	O=C1c2ccccc2C2=Nc3ccccc3SC(c3ccc(Cl)cc3)C12 (stereo not drawn)	-5	5	0.3	4	-8	-4
15	Cc1cc(/C(N)=N/OC(=O)Nc2ccc(Cl)cc2)no1	-50	11	-0.3	-2	-72	-33
16	Cc1cc(C)c(C#N)c(SCc2nnc(-c3ccccc3)o2)n1	88*	8	-3.0	-3	77*	60
17	Cc1ccc(NC(=O)NCCCCc2ccccc2)cc1	-43	4	-0.4	-3	3	12
18	Cc1nnc(NC(=O)c2ccccc2C(=O)O)s1	19	-3	-0.2	-4	0	-9
19	Nc1ccc(N2C(=O)c3ccccc3C2=O)c(Cl)c1	-17	3	0.4	-24	3	17
20	CC(C)(Oc1ccc(Cl)cc1)C(=O)N1CCN(c2ccccn2)CC1	-6	5	2.7	2	-4	9
21	CCN(C(=O)COC(=O)c1ccccc1SCC(=O)NC1CCCCCCC1)C1CCS(=O)(=O)C1 (stereo not drawn)	-4	9	-0.7	-2	-4	-10
22	Cc1ccc(CC(NC(=O)c2ccccc2)C(=O)N2CCCC2C(=O)O)cc1 (stereo not drawn)	-4	-25	1.1	-1	-5	8
23	CCCCC(=O)N(C)c1c(C)nc2ccc(C(=O)N3CCN(C(=O)c4ccco4)CC3)cn12	-21	-4	-2.0	.	.	2
24	COc1ccc(NC(=O)CSc2nc3sc(C)cc3c(=O)n2C)c(OC)c1	62	3	-0.4	-3	19	55

item	KKLEB tox	aDG glyco up	Peg3 promoter	HIF-2a inh	TWEAK Fn14 block
13	7	-0.1	-126	-172	-30
14	0	-0.3	15	23	39
15	-2	0.0	-188	-167	-12
16	-18	0.4	38	67*	100*
17	21	0.3	-46	-83	1
18	14	-0.5	37	14	0
19	14	-0.1	19	0	-10
20	-1	0.1	6	11	11
21	-17	-0.2	-2	-22	-5
22	8	-0.1	15	-1	-10
23	7	0.3	3	0	-8
24	-12	0.8	9	6	32

# The list continues:
item	canonical_smiles	NR2E3 ag-1	CF NFkB inh	iPSC survival up	NR2E3 ag-2	TRPM1 prom inh	Shn3 3UTR inh
25	CCn1c(SCC(=O)NC2CCCC2)nnc1-c1c[nH]c2ccccc12	-17	4	3.0	0	10	8
26	COC(=O)Cc1[nH]nc2c1C1(C(=O)N(Cc3ccc(Cl)cc3)c3ccccc31)C(C#N)=C(N)O2 (stereo not drawn)	6	7	-4.4	-1	0	2
27	CC(=O)c1cccc(S(=O)(=O)NC2CCCCCC2)c1	-10	-12	-0.2	1	-7	-6
28	CCC1(C)Cc2c(sc3[nH]c(=S)n(Cc4ccccc4)c(=O)c23)CO1 (stereo not drawn)	61	13	1.4	7	7	-5
29	CCOc1ccc(N2C(=O)CC(NCCc3ccncc3)C2=O)cc1 (stereo not drawn)	-27	-6	-0.3	2	3	-3
30	CCCCn1c(N)c(N(CC(C)C)C(=O)CSc2nnc(C)n2-c2ccc(OC)cc2)c(=O)[nH]c1=O	9	18	0.5	-2	-2	-6
31	O=C(O)C(=O)Nc1ncn[nH]1	10	-8	-2.4	.	.	4
32	O=C(NCc1ccccc1Cl)c1ccc2nc[nH]c2c1	6	-20	0.4	-1	-1	-64
33	O=C(NC(=S)N1CCc2ccccc21)c1ccccc1Br	-68	-9	-1.5	0	-3	-4
34	COc1ccc(C)cc1Nc1ccc(C(=O)O)cc1[N+](=O)[O-]	6	-7	-0.3	-5	8	0
35	COc1ccc(NC(=O)c2ccc(Cl)nc2)cc1S(=O)(=O)N1CCOCC1	-4	3	-0.4	-1	7	-4
36	COc1ccc(C2OC(=O)CC2C(=O)NC(C)C)cc1 (stereo not drawn)	20	7	-2.0	-2	-3	23

item	KKLEB tox	aDG glyco up	Peg3 promoter	HIF-2a inh	TWEAK Fn14 block
25	-2	0.0	4	13	18
26	-2	0.1	11	20	14
27	2	-0.1	12	16	5
28	-11	0.2	12	9	31
29	2	-0.2	4	12	-6
30	-13	-0.2	18	14	-1
31	4	0.0	5	11	-6
32	-3	-0.2	-17	-14	-15
33	-4	0.4	-60	-89	-41
34	10	-0.1	-5	15	-4
35	-1	-0.3	5	9	14
36	7	0.5	-1	17	13

# An excerpt from above in order of number of heavy atoms, high to low.
item	canonical_smiles	NR2E3 ag-1	CF NFkB inh	iPSC survival up	NR2E3 ag-2	TRPM1 prom inh	Shn3 3UTR inh
2	C[C@H](CO)N1C[C@H](C)[C@@H](CN(C)C(=O)Nc2ccc(C(F)(F)F)cc2)Oc2ccc(NC(=O)Cc3ccccc3)cc2C1=O	-16	-2	1.5	.	8	14
26	COC(=O)Cc1[nH]nc2c1C1(C(=O)N(Cc3ccc(Cl)cc3)c3ccccc31)C(C#N)=C(N)O2 (stereo not drawn)	6	7	-4.4	-1	0	2
23	CCCCC(=O)N(C)c1c(C)nc2ccc(C(=O)N3CCN(C(=O)c4ccco4)CC3)cn12	-21	-4	-2.0	.	.	2
29	CCOc1ccc(N2C(=O)CC(NCCc3ccncc3)C2=O)cc1 (stereo not drawn)	-27	-6	-0.3	2	3	-3
15	Cc1cc(/C(N)=N/OC(=O)Nc2ccc(Cl)cc2)no1	-50	11	-0.3	-2	-72	-33

item	KKLEB tox	aDG glyco up	Peg3 promoter	HIF-2a inh	TWEAK Fn14 block
2	3	0.2	10	20	-11
26	-2	0.1	11	20	14
23	7	0.3	3	0	-8
29	2	-0.2	4	12	-6
15	-2	0.0	-188	-167	-12

# Next section:
item	canonical_smiles	NR2E3 ag-1	CF NFkB inh	iPSC survival up	NR2E3 ag-2	TRPM1 prom inh	Shn3 3UTR inh
37	Cc1ccc(S(=O)(=O)n2nc(OC(=O)c3c(-c4ccccc4Cl)noc3C)cc2N)cc1	-9	27	1.1	2	11	6
38	Cc1ccc(S(=O)(=O)N2CCOCC2)cc1NC(=O)COC(=O)CCn1c(C)csc1=O	-7	-6	0.3	-2	5	-5
39	O=C(c1ccc(F)cc1)c1cn[nH]c1-c1ccccc1O	-11	9	0.9	1	6	-10
40	CCc1ccc(/C=C2\SC(=S)N(CCC(=O)NCCCN3CCOCC3)C2=O)cc1	3	-5	-0.3	5	-10	-25
41	CC(C)Nc1nc(NC(C)C)nc(N(C)C(N)=O)n1	8	13	2.0	1	0	0
42	COc1ccccc1-c1c(C)nn2c(N3CCC(C(N)=O)CC3)cc(C)nc12	-11	20	-3.9	1	12	0
43	CSc1ccccc1C(=O)NCCOc1cccc(C)c1	-8	3	0.1	-2	-9	3
44	COC(=O)Cn1cc(/C=N/NC(=O)c2ccc(C#N)cc2F)c2ccccc21	15	4	0.7	6	5	-19
45	O=C(CSc1ccc(-c2ccccn2)nn1)NCc1ccc(F)cc1	16	9	1.2	2	1	6
46	CCCc1n[nH]c2c1C(=O)CC(C)(C)C2	-40	-3	2.4	-4	-7	-1
47	CCC1Sc2ccc(S(=O)(=O)CCC(=O)Nc3ccccc3Cl)cc2NC1=O (stereo not drawn)	3	2	0.0	2	-2	10
48	O=C(C1CC(=O)N(C2CCCCC2)C1)N1CCN(c2cccc(C(F)(F)F)c2)CC1 (stereo not drawn)	23	-10	-0.3	5	12	33

item	KKLEB tox	aDG glyco up	Peg3 promoter	HIF-2a inh	TWEAK Fn14 block
37	-5	-0.2	17	17	12
38	1	-0.2	8	13	14
39	0	0.2	4	11	9
40	4	0.0	-139	-32	-9
41	-9	-0.2	7	7	-14
42	-6	0.0	29	10	-17
43	-3	1.8	5	-10	-5
44	-3	0.1	6	3	8
45	5	0.0	-13	-8	-8
46	0	0.3	9	17	7
47	-16	-0.5	-2	10	-3
48	11	0.8	5	-4	-24

# The results go on.
item	canonical_smiles	NR2E3 ag-1	CF NFkB inh	iPSC survival up	NR2E3 ag-2	TRPM1 prom inh	Shn3 3UTR inh
49	O=C(NCc1ccc2c(c1)OCO2)c1cccc2c1C(=O)N(C1CCCCC1)C2	-11	6	-1.1	2	.	6
50	C=CCn1c(CCSCc2ccccc2)n[nH]c1=S	-22	1	-0.3	0	-13	.
51	COc1ccc(CC(=O)Nc2cccc(-c3csc(C)n3)c2)cc1	0	10	-2.6	4	-8	-34
52	CC1=NN(C(=O)c2ccc(Cl)cc2)C(O)(c2ccccc2)C1 (stereo not drawn)	-6	11	-0.6	8	-5	7
53	C#CCOCCOCCOCCNc1nc(N2CCOCC2)nc(N2CCN(C(=O)[C@H](CCC(=O)O)n3cc(C(N)Cc4ccc(O)cc4)nn3)CC2)n1 (stereo partly drawn)	-21	-15	1.9	-1	0	-15

item	KKLEB tox	aDG glyco up	Peg3 promoter	HIF-2a inh	TWEAK Fn14 block
49	-19	0.4	13	7	0
50	-4	0.1	9	4	-4
51	-7	-0.1	-29	-84	3
52	-1	0.0	11	15	1
53	12	0.0	-16	8	7

# Source: PubChem BioAssay

# Hits appear at their usual frequency (roughly 4.4% active in at least one column).
